# From PubChem BioAssay
# PAX8 reporter: PAX8 transcriptional activity inhibition; AID 652154; inhibition, % at 12.6 µM; RMG-I TPO-luciferase reporter, SteadyGlo, 24 h; 360,000 tested, 1.2% active;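 active = mean replicate inhibition at least 60% with every replicate also reaching 60%; inconclusive = only one of the two criteria is met; inactive = mean below 60% and not all replicates reaching 60%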;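 note: luciferase light reporting Pax8 driven TPO promoter activity; plate controls were median of neutral control wells for no effect and mitoxantrone controls for full effect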
# DENV2 CPE rescue: DENV2-induced cell death inhibition. AID 651640. 350,000 tested, 1.7% active. DENV2-infected cells, cytopathic effect rescue, plate reader. CPE inhibition, % at 9.99 µM; in the data active = CPE inhibition above about 20%, passing the limit was not always enough; inconclusive = no clear call, values can overlap the other calls; tested in BHK-21 cells;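 note: 0% = median of neutral control wells and 100% = median of positive control wells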
# EWS-Fli block: inhibitors of EWS/Fli oncoprotein transcriptional activity; A673 NR0B1-luciferase reporter, viability-normalised; inhibition, % at 12.6 µM; 350,000 tested, 0.67% active; AID 651661;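 active = mean inhibition of at least 50% after viability correction, with every replicate also passing that limit; inconclusive = mean reaches 50% but only one of two replicates passes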;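 note: firefly luciferase signal divided by Alamar Blue viability fluorescence both relative to DMSO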
# XiGFP reactiv: reactivates the inactive X chromosome in mouse fibroblasts. XiGFP mouse fibroblasts, % GFP-positive cells imaging, 3 d; cells co-treated with 5-aza-dC sensitizer; scaled so ellipticine positive control = 100%. activation, % at 7.58 µM. 360,000 tested, 0.055% active;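 active = mean normalized replicate activation at least 10% and every replicate at or above 10%; inconclusive = only one of the two criteria met; inactive = mean below 10% and not all replicates reach 10%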;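 note: 0% = median of on-plate neutral control wells and 100% = ellipticine 6 µM median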
#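 Assay system – SV40-immortalized XiGFP fibroblast cells, line 68-5-11 · Buffer or medium – DMEM supplemented with 5-aza-dC as sensitizing agent · Dosing – one concentration, pinned · Benchmarks – positive control ellipticine, 6 µM final · Times – 3 days compound exposure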
# CFTR F508del cor: CFTR F508del correction in bronchial cells. CFBE cells, YFP halide quenching; stimulated with forskolin plus potentiator P3; % fluorescence drop versus neutral controls. activity (quench increase), % at 7.58 µM. 350,000 tested, 0.36% active. AID 720511;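 active = mean added fluorescence quench of at least 8% versus neutral control, with both replicates also reaching 8%; inconclusive = only one of the mean or replicate conditions met; inactive = mean below 8% and not both replicates reaching 8%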;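 note: cells transiently co-express mutant CFTR-F508del with the halide-sensitive YFP; corrector assay measuring rescue of mutant channel to the surface after 24 h compound exposure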
# ARNT-TACC3 inh: ARNT/TACC3 interaction disruption; Q9Y6A5; AlphaScreen His-ARNT PAS-B/GST-TACC3 binding, luminescence; TACC3 fragment carries E629A point mutation; inhibition, % at 9.99 µM; 390,000 tested, 0.66% active;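 active = mean inhibition of replicates at least 50% and at least half of replicates each reaching 50%; inconclusive = half or more replicates reach 50% but mean below 50%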;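 note: 0% = complete ARNT plus TACC3 wells and 100% = ARNT alone without TACC3; many hits fall short of the cut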
# INS-1E GSIS act: primary screen for activators of insulin secretion dependent on glucose, INS-1E cells, GLuc reporter luminescence; INS-1E GLuc reporter insulin secretion, 2-3 h; activation, % at 16.6 µM; 370,000 tested, 0.61% active;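 active = lowest replicate activation of at least 40%, so every replicate reaches that level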;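 note: 0% = median of neutral control wells and 100% = median of IBMX positive control wells; some compounds called inactive have numbers as strong as hits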
# ERp5 inh: ERp5 (human) disulfide isomerase inhibition. 350,000 tested, 0.05% active. Q15084. ERp5 insulin aggregation, absorbance 650 nm, 90 min. inhibition, % at 9.99 µM;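 active = mean replicate inhibition above about 25%, with every replicate also reaching it, limit read from the data, passing the limit was not always enough; inconclusive = only one of those two criteria met; inactive = neither criterion met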
# Target sequence (Q15084 whole entry, looked up): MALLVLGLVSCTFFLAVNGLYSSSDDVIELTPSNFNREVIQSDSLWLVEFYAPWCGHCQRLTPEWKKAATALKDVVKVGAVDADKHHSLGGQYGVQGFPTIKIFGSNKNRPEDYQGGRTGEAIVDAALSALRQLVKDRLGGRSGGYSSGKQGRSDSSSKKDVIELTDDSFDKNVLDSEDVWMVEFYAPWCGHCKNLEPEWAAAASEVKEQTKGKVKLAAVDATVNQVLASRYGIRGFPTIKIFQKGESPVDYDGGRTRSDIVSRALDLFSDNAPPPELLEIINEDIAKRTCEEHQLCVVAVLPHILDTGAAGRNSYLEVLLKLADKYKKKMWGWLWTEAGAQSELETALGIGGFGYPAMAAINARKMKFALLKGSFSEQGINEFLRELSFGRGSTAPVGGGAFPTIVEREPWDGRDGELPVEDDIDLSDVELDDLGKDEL
# Numbers without * were called inactive; u = inconclusive; x = no result given; & = joins results of further samples. Hits appear at their usual frequency. Share with any hit: about 4.2%.
SMILES	PAX8 reporter	DENV2 CPE rescue	EWS-Fli block	XiGFP reactiv	CFTR F508del cor	ARNT-TACC3 inh	INS-1E GSIS act	ERp5 inh
C[C@@H]1CCCCO[C@@H](CN(C)C(=O)CCCN(C)C)[C@@H](C)CN([C@H](C)CO)C(=O)c2cc(NC(=O)CCC(F)(F)F)ccc2O1	-23.8&-23.1	-1.1	0.4&-10.3	0.2&-0.7	-0.9&0.6	-2.0	4.2&3.5	-7.3&-3.4
CO[C@H]1CN(C)C(=O)c2ccc(NS(=O)(=O)c3cn(C)cn3)cc2OC[C@@H](C)N(C)C[C@@H]1C	-2.7	0.7	-3.3	0.0	0.6	-5.1	20.0	2.0
COc1ccc(NC(=O)COC(=O)Cc2c(F)cccc2Cl)cc1	1.4	0.8	4.8	0.2	-5.0	8.8	3.4	2.2
Cc1ccc(S(=O)(=O)N(C)CC(=O)NCC(c2ccc(F)cc2)N2CCOCC2)cc1 (stereo not drawn)	-2.8	7.9	-0.7	0.2	1.0	-9.8	-12.3	5.5
CCN(CCN(C)C)C(=O)c1ccc2nc(C)c(N(C)C(=O)CCc3ccccc3)n2c1	-11.6	1.4	-4.3	0.4	0.7	x	x	-0.3
COc1ccccc1-c1cn(CC[C@H]2CC[C@H](NC(=O)c3ccccc3F)[C@H](CO)O2)nn1	13.9	0.1	-2.5	0.2	0.3	-8.3	4.0	-2.6
CCCCn1c(N)c(N(CC)C(=O)c2cc(OC)cc(OC)c2)c(=O)[nH]c1=O	10.1	-0.6	8.3	0.1	-1.1	-3.0	-4.2	0.8
COc1ccc(OC)c(S(=O)(=O)Nc2ccccc2F)c1	x	-5.2	2.3	x	-1.7	3.1	7.7	3.7
Cc1cc(C)n(-c2ccc(Oc3ccccc3)c(S(=O)(=O)O)c2)n1	-6.8	-2.0	7.5	0.1	-0.9	0.7	-3.7	4.0
Cc1ccc(S(=O)(=O)N(C)C[C@@H]2Oc3ccc(NS(=O)(=O)c4c(C)noc4C)cc3C(=O)N([C@@H](C)CO)C[C@H]2C)cc1	-11.8	5.8	-11.1	-0.1	-0.2	0.2	-9.6	-0.9
Cc1c(Cl)cccc1NC(=O)Nc1c(C)n(C)n(-c2ccccc2)c1=O	-10.9	8.4	2.0	0.3	-1.5	-8.5	-6.3	3.2
COc1ccc2c3c(n(C)c2c1)[C@@H](CO)N(C(=O)c1cnccn1)CC31CCN(C(C)=O)CC1	x	-3.0	-5.6	0.2	1.6	x	14.8	1.4
O=C(NC1CCCCC1)C(CCc1ccccc1)N1CCOCC1 (stereo not drawn)	-23.1	u	-5.9	x	-3.3	x	11.1	-2.3
CC(=O)NCCC(=O)Nc1nc2ccc(Oc3ccccc3)cc2s1	-141.5	10.8	-58.2	0.1	-2.5	0.7	6.5	1.3
CCC(C)NC(=O)C1CCC(CNS(=O)(=O)c2ccccc2)CC1 (stereo not drawn)	-74.8	-6.0	1.6	0.0	2.9	6.5	0.3	1.3
COc1ccc(CN(C)C[C@H]2Oc3ccc(NS(=O)(=O)c4c(C)noc4C)cc3CC(=O)N([C@H](C)CO)C[C@@H]2C)cc1	x	-3.9	-4.3	0.1	0.2	x	6.2	-1.0
Cc1ccc(CNC(=O)c2ccc(CNc3c(N4CCCC4)c(=O)c3=O)cc2)cc1	-8.9	17.3	9.0	0.0	-3.7	-1.9	-5.6	1.8
C=CCC1NCCc2c(Br)cccc21 (stereo not drawn)	2.3	-5.4	-4.5	0.0	0.7	-5.5	13.9	10.0
C[C@@H]1CN([C@H](C)CO)C(=O)c2cc(C#CCN(C)C)cnc2O[C@@H]1CN(C)C(=O)c1cnccn1	8.2	7.4	1.9	-1.2	1.4	-6.1	19.1	-0.6
COc1ccc2[nH]c3c(c2c1)CCN1C(=O)C(CC(=O)NCC24CC5CC(CC(C5)C2)C4)C[C@H](C(=O)N(C(C)C)C(C)C)[C@@]31C (stereo partly drawn)	17.9	u	3.6	0.3	-0.5	0.3	-15.7	0.8

# Pulled by structure from the list above (four):
SMILES	PAX8 reporter	DENV2 CPE rescue	EWS-Fli block	XiGFP reactiv	CFTR F508del cor	ARNT-TACC3 inh	INS-1E GSIS act	ERp5 inh
Cc1c(Cl)cccc1NC(=O)Nc1c(C)n(C)n(-c2ccccc2)c1=O	-10.9	8.4	2.0	0.3	-1.5	-8.5	-6.3	3.2
Cc1ccc(CNC(=O)c2ccc(CNc3c(N4CCCC4)c(=O)c3=O)cc2)cc1	-8.9	17.3	9.0	0.0	-3.7	-1.9	-5.6	1.8
COc1ccc(CN(C)C[C@H]2Oc3ccc(NS(=O)(=O)c4c(C)noc4C)cc3CC(=O)N([C@H](C)CO)C[C@@H]2C)cc1	x	-3.9	-4.3	0.1	0.2	x	6.2	-1.0
C[C@@H]1CN([C@H](C)CO)C(=O)c2cc(C#CCN(C)C)cnc2O[C@@H]1CN(C)C(=O)c1cnccn1	8.2	7.4	1.9	-1.2	1.4	-6.1	19.1	-0.6

# (cont.)
SMILES	PAX8 reporter	DENV2 CPE rescue	EWS-Fli block	XiGFP reactiv	CFTR F508del cor	ARNT-TACC3 inh	INS-1E GSIS act	ERp5 inh
COCC(C)n1c(SCC(=O)N2CCc3ccccc3C2)nc2ccccc2c1=O (stereo not drawn)	0.2	-15.6	12.8	0.0	x	-2.1	3.5	-3.3
Cc1ccc(S(=O)(=O)Nc2ccc3c(c2)C(=O)N([C@H](C)CO)C[C@H](C)[C@@H](CN(C)C(=O)Cc2ccccc2)OCCCC[C@H](C)O3)cc1	4.4	0.1	-2.9	0.2	-0.5	0.3	-17.3	4.6
O=C(Cn1cnc2ccccc2c1=O)NNC(=O)c1ccccc1	6.3	0.4	3.3	0.0	0.9	x	-13.2	0.7
CC(C)[C@H](NS(=O)(=O)c1ccccc1)C(=O)OCC(=O)N1N=C(c2ccc(Cl)cc2)CC1c1ccco1 (stereo partly drawn)	9.9	3.9	-4.4	0.1	x	-0.9	-8.8	1.6
COc1cccc(-c2nc(CS(=O)(=O)CC(=O)NCCCN3CC(C)CC(C)C3)c(C)o2)c1 (stereo not drawn)	117.8*	0.7	0.4	0.1	-7.7	-0.1	-4.4	2.0
C[C@@H]1CN([C@@H](C)CO)S(=O)(=O)c2ccc(C3=CCCCC3)cc2O[C@H]1CN(C)C	x	x	3.9	-0.1	2.6	x	-2.5	x
COc1ccc(CNC[C@H]2O[C@@H](n3ccc(=O)[nH]c3=O)[C@H](O)[C@@H]2O)cc1	0.7	-7.0	-3.4	0.3	-0.4	x	x	-1.4
CC(C)OCCCNC(=O)CN1C(=O)CSc2ccc(S(=O)(=O)N3CCOCC3)cc21	-3.5	1.5	3.9	0.1	0.3	x	2.7	2.0
CC1(c2nnc(-c3ccccc3)o2)CC(c2ccncc2)=NO1 (stereo not drawn)	-1.0	-15.9	-2.4	-0.1	3.0	x	-2.5	6.8
COc1ccc(S(=O)(=O)N(C)C[C@H]2Oc3c(NC(=O)c4ccc(-c5nccs5)cc4)cccc3C(=O)N([C@H](C)CO)C[C@H]2C)cc1	x	-2.6	-0.4	-1.2	1.8	-1.0	-11.0	-5.3
CN1CCN(c2nc3ccccc3nc2C(C#N)S(=O)(=O)c2ccccc2)CC1 (stereo not drawn)	-12.1	-2.2	6.4	0.2	3.3	x	-7.2	3.0
COCCC(=O)N1CCC(Oc2ccc(C(=O)NCCC3=CCCCC3)cc2)CC1	3.8	-0.6	x	-0.1	-0.1	-1.7	-20.2	-1.5
O=C(CNC(=O)c1ccc([N+](=O)[O-])cc1)c1ccccc1	x	8.8	-59.7	x	2.2	-1.3	-1.9	-5.6
C[C@@H]1CN([C@@H](C)CO)S(=O)(=O)c2ccc(C3=CCCCC3)cc2O[C@@H]1CN(C)Cc1ccccc1	x	x	36.7	-0.1	-1.7	x	-13.1	x
C=C(C)C(=O)Nc1cccc(C2=NOC3(C2)C[C@@H](C(N)=O)N(C(=O)/C=C/CC)C3)c1 (stereo partly drawn)	-5.4	-10.6	-8.0	0.0	-2.5	0.9	1.5	0.8
O=C(CCn1c(=S)[nH]c2cc3c(cc2c1=O)OCO3)NCc1ccc(Cl)cc1	19.5	15.3	4.1	0.0	-1.7	-2.5	21.5	5.1
C[C@@H]1CN([C@@H](C)CO)C(=O)CCCn2cc(nn2)CO[C@H]1CN(C)C(=O)c1ccccc1	9.1&-13.8	-7.8&0.1&-10.5	5.2&0.1&-1.4	0.0&0.0	-3.8&0.2&1.5	2.2&0.7	8.0&12.0	0.8&1.5&-0.6
COc1cccc(S(=O)(=O)N(C)C[C@@H]2Oc3cc(C#CCC(C)C)ccc3S(=O)(=O)N([C@@H](C)CO)C[C@@H]2C)c1	x	-14.4	25.9	0.1	-0.7	-10.7	-18.6	4.0
COc1cccc(-c2cnc3c(c2)C(=O)N([C@H](C)CO)C[C@@H](C)[C@H](CN(C)C(C)=O)O3)c1	x	-5.2	-9.3	-1.0	-0.2	-8.7	6.9	3.2
COC(=O)c1sccc1NC(=S)Nc1cccc(F)c1	34.2	u	8.9	-0.1	1.2	-6.5	14.8	0.3
O=C1CCC(=O)N1c1ccc(NCCc2cccc(F)c2)c([N+](=O)[O-])c1	-10.9	1.9	9.5	-0.1	0.6	-1.3	32.2	-0.7
CC(C)CC#Cc1ccc2c(c1)O[C@H](CN(C)C(=O)C1CCCCC1)[C@H](C)CN([C@H](C)CO)S2(=O)=O	x	1.8	11.9	0.2	-2.3	3.2	43.3	-1.9
COc1ccc(CNC(=S)NC2CCCCC2)cc1	-88.8	-2.2	x	0.0	-1.2	2.1	22.2	-0.1
COCC(C)NS(=O)(=O)c1ccc(NC(=O)c2ccccn2)cc1 (stereo not drawn)	-17.7	-0.8	-5.9	0.2	1.8	-3.5	21.2	0.0
O=C(c1ccccc1)c1ccc2nc[nH]c2c1	x	6.9	-22.8	x	0.2	3.5	9.7	-10.5
Cc1ccc(CNC(=O)N2CCN(S(=O)(=O)c3ccccc3)CC2)cc1	-6.1	-0.2	11.3	0.0	-3.2	-11.9	8.4	3.6
O=C(COC(=O)c1ccc(F)c(S(=O)(=O)N2CCCCC2)c1)NCc1ccc(F)cc1	15.2	-6.1	1.4	0.0	0.9	-4.1	-45.6	-3.5
CC(C)N(c1ccccc1)c1ccc(NC(=O)[C@@H]2O[C@H](CO)[C@H](O)[C@H](O)[C@H]2O)cc1	0.1	-2.2	-11.8	0.1	-0.2	x	x	-4.2
COc1ccc(CCNC(=O)COC(=O)Cc2ccccc2[N+](=O)[O-])cc1	4.9	-2.5	-7.2	0.0	0.8	-17.3	4.1	-1.4
CCc1ccccc1OCC(=O)NNCC(=O)Nc1cccc(C#N)c1	-10.6	41.2*	-4.1	-0.1	-0.6	x	-17.6	-8.1
Cc1onc(-c2ccccc2)c1C(=O)NC(=S)NNC(=O)c1ccncc1	24.1	1.6	-0.6	-0.1	-0.9	19.9	-13.8	0.7
Cn1c(=O)c2c(ncn2CC(=O)N/N=C/C=C/c2ccccc2)n(C)c1=O	3.5	x	x	-0.1	x	0.4	13.3	x
